MPTP block = blocks calcium-induced mitochondrial swelling. isolated mouse mitochondria, Ca2+ swelling absorbance, 30 min. inhibition, % at 10 µM. 360,000 tested, 1.4% active. AID 602449;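 active means inhibition of 50% or more, scaled per plate between neutral and stimulator controls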;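 further: 0% = DMSO wells given calcium and 100% = 1 mM EGTA wells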
NR3A LBD binder = modulates the human NR3A ligand-binding domain; NR3A LBD differential scanning fluorimetry, Tm shift; 0% = protein alone, 100% = glycine-bound protein; Tm shift relative to glycine control, % at 25 µM; 340,000 tested, 2.5% active;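 active means melting temperature shift of at least 10% of the positive control shift, at one fixed dose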
* = called active by the depositor. The list is partial, so the mix of outcomes need not match the whole.

The opening 14 entries (preview)
Screening CC1CCc2c(sc(NC(=O)c3noc4c3CCCC4)c2C(N)=O)C1 (stereo unspecified) returned MPTP block 3.0 and NR3A LBD binder 1.
Cc1ccc(S(=O)(=O)N2CCC[C@H]2C(=O)Oc2ccccc2)cc1 was read as MPTP block 0.3 and NR3A LBD binder 3.
`NC(=N\N=CCc1ccccc1)/C(N)=N/N=CCc1ccccc1` gave MPTP block -0.8 and NR3A LBD binder 3.
O=C1NC(=O)N(c2ccc(Cl)cc2)C(=O)/C1=C/c1ccc2c(c1)CCN2Cc1ccccc1Cl was read as MPTP block -0.2 and NR3A LBD binder 1.
`C[n+]1cccc(C(=O)O)c1` gave MPTP block 1.4 and NR3A LBD binder -2.
O=C(Nc1cccc2ccccc12)ON=C1CCCCC1 was read as MPTP block -1.3 and NR3A LBD binder -3.
For CN(C)C(=S)N=c1ssc(=S)n1Cc1cccnc1 the results were MPTP block -0.8 and NR3A LBD binder 27*.
Screening O=[N+]([O-])c1ccc(NS(=O)(=O)c2ccccc2)c(Cl)c1 returned MPTP block 87* and NR3A LBD binder -16.
O=[N+]([O-])c1cc(F)cc(F)c1Nc1cc(F)cc(F)c1 was read as MPTP block 1.2 and NR3A LBD binder 1.
Screening CN(C)N1C(=O)C2C3C=CC(O3)C2C1=O (stereo unspecified) returned MPTP block -1.2 and NR3A LBD binder -10.
For CC(Oc1ccccc1F)C(=O)NNC(=O)Cc1ccc(S(=O)(=O)N2CCOCC2)s1 (stereo unspecified) the results were MPTP block 0.0 and NR3A LBD binder 0.
`COc1ccccc1C1/C(=C(/O)c2cnn(-c3ccccc3)c2C)C(=O)C(=O)N1CCN(C)C` (stereo unspecified) gave MPTP block -0.7 and NR3A LBD binder 1.
`O=c1[nH]c(=O)n([C@H]2C[C@H](O)[C@@H](CO)O2)cc1F` gave MPTP block -2.0 and NR3A LBD binder -4.
For CN(C(=O)c1cccc(NC(=O)Cc2cccc(NC(=O)C3CCCN(C(=O)C4CC4)C3)c2)c1)C1CCC1 (stereo unspecified) the results were MPTP block 0.1 and NR3A LBD binder 0.

Results, from the first entry:
Screening CC1CCc2c(sc(NC(=O)c3noc4c3CCCC4)c2C(N)=O)C1 (stereo unspecified) returned MPTP block 3.0 and NR3A LBD binder 1.
Cc1ccc(S(=O)(=O)N2CCC[C@H]2C(=O)Oc2ccccc2)cc1 was read as MPTP block 0.3 and NR3A LBD binder 3.
`NC(=N\N=CCc1ccccc1)/C(N)=N/N=CCc1ccccc1` gave MPTP block -0.8 and NR3A LBD binder 3.
O=C1NC(=O)N(c2ccc(Cl)cc2)C(=O)/C1=C/c1ccc2c(c1)CCN2Cc1ccccc1Cl was read as MPTP block -0.2 and NR3A LBD binder 1.
`C[n+]1cccc(C(=O)O)c1` gave MPTP block 1.4 and NR3A LBD binder -2.
O=C(Nc1cccc2ccccc12)ON=C1CCCCC1 was read as MPTP block -1.3 and NR3A LBD binder -3.
For CN(C)C(=S)N=c1ssc(=S)n1Cc1cccnc1 the results were MPTP block -0.8 and NR3A LBD binder 27*.
Screening O=[N+]([O-])c1ccc(NS(=O)(=O)c2ccccc2)c(Cl)c1 returned MPTP block 87* and NR3A LBD binder -16.
O=[N+]([O-])c1cc(F)cc(F)c1Nc1cc(F)cc(F)c1 was read as MPTP block 1.2 and NR3A LBD binder 1.
Screening CN(C)N1C(=O)C2C3C=CC(O3)C2C1=O (stereo unspecified) returned MPTP block -1.2 and NR3A LBD binder -10.
For CC(Oc1ccccc1F)C(=O)NNC(=O)Cc1ccc(S(=O)(=O)N2CCOCC2)s1 (stereo unspecified) the results were MPTP block 0.0 and NR3A LBD binder 0.
`COc1ccccc1C1/C(=C(/O)c2cnn(-c3ccccc3)c2C)C(=O)C(=O)N1CCN(C)C` (stereo unspecified) gave MPTP block -0.7 and NR3A LBD binder 1.
`O=c1[nH]c(=O)n([C@H]2C[C@H](O)[C@@H](CO)O2)cc1F` gave MPTP block -2.0 and NR3A LBD binder -4.
For CN(C(=O)c1cccc(NC(=O)Cc2cccc(NC(=O)C3CCCN(C(=O)C4CC4)C3)c2)c1)C1CCC1 (stereo unspecified) the results were MPTP block 0.1 and NR3A LBD binder 0.
For COc1ccc(NC(=O)N(C)C[C@H]2Oc3ccc(NS(=O)(=O)c4cn(C)cn4)cc3C(=O)N([C@H](C)CO)C[C@@H]2C)cc1 the results were MPTP block -0.6 and NR3A LBD binder -3.
`Cc1ccccc1OCCCCCNCCO` gave MPTP block -2.4 and NR3A LBD binder 0.
For CC(=O)Nc1ccc(/C=N/Nc2nc3ccccc3s2)cc1 the results were MPTP block 2.3 and NR3A LBD binder 16*.
Screening c1ccc(-n2nnnc2-c2cccc3ccccc23)cc1 returned MPTP block -0.1 and NR3A LBD binder 2.
FC(F)(F)c1ccc(-c2cccc3c2C2CC3CCN2Cc2ccccc2)cc1 (stereo unspecified) was read as MPTP block 0.2 and NR3A LBD binder 1.
Screening C=CCNC(=O)c1ccc(OC)cc1 returned MPTP block -0.2 and NR3A LBD binder 3.
For CCOC(=O)c1[nH]c(C)c(/C(C)=N\O)c1C the results were MPTP block 0.9 and NR3A LBD binder 0.
For CC(C)(C)CC(C)(C)c1ccc(O)c(Cc2ccc(Cl)cc2Cl)c1 the results were MPTP block 95* and NR3A LBD binder 12*.
For CC(Oc1ccc(Cl)cc1Cl)C(=O)NC(Cc1ccccc1)C(=O)O (stereo unspecified) the results were MPTP block -1.5 and NR3A LBD binder 1.
`CCn1c(=O)cc(SCC(=O)NCc2ccco2)c2ccccc21` gave MPTP block 0.9 and NR3A LBD binder 8.
`CCOC(=O)c1csc(NC(=O)CSc2nnnn2-c2ccc(OCC)cc2)n1` gave MPTP block -0.2 and NR3A LBD binder -5.
O=[N+]([O-])c1ccc(C=NN=Cc2ccc([N+](=O)[O-])cc2)cc1 was read as MPTP block 3.5 and NR3A LBD binder 13*.
For Cc1nn(C)cc1CNC(=O)/C=C/c1cnn(C)c1 the results were MPTP block -1.1 and NR3A LBD binder -1.
O=C1C=C(c2ccccc2)CO1 was read as MPTP block -1.1 and NR3A LBD binder 3.
CCCCC(=O)N/N=C(C)/C=C/c1ccccc1F was read as MPTP block 0.5 and NR3A LBD binder -1.
`COc1ccc(C(CNC(=O)C(C)Sc2ccccc2)N2CCOCC2)cc1` (stereo unspecified) gave MPTP block 0.5 and NR3A LBD binder -1.
For COc1cc(/C=C/C=C2/CC/C(=C/C=C/c3ccc(O)c(OC)c3)C2=O)ccc1O the results were MPTP block 2.8 and NR3A LBD binder 3.
Cc1ccc(N/C(N)=N/c2nc(CSc3ccc(C)cc3)cc(=O)[nH]2)cc1 was read as MPTP block 1.1 and NR3A LBD binder 0.
For COc1ccc(-c2c3c([nH]c(=S)c2C#N)CCC3)cc1 the results were MPTP block -1.5 and NR3A LBD binder 5.
For C=C1[C@@H](O)[C@H](Cc2ccccc2)N(Cc2ccccc2Br)S1(=O)=O the results were MPTP block 0.8 and NR3A LBD binder -14.
For O=C(c1cccc(S(=O)(=O)N2CCCC2)c1)N1CCN(S(=O)(=O)c2cccc(Cl)c2)CC1 the results were MPTP block -3.5 and NR3A LBD binder -3.
`CCOC(=O)C1(CCOC)CCN(C/C=C/c2ccccc2OC)CC1` gave MPTP block 90* and NR3A LBD binder 4.
CC12CCC(=O)C=C1CCC1C2C(O)CC2(C)C1CCC2(O)C(=O)COC(=O)COCC(=O)O (stereo unspecified) was read as MPTP block -0.7 and NR3A LBD binder 1.
`C=CC(=O)N1C/C(=C/c2ccc(F)cc2)C(=O)/C(=C\c2ccc(F)cc2)C1` gave MPTP block -0.6 and NR3A LBD binder 2.
Screening CC12CCC(=O)C=C1CCCC2=O (stereo unspecified) returned MPTP block 0.2 and NR3A LBD binder 2.
For O=C(Nc1ccc2ccccc2c1)c1ccccc1[N+](=O)[O-] the results were MPTP block 0.1 and NR3A LBD binder -3.
O=C(C1CCN(S(=O)(=O)c2cccc3cccnc23)CC1)N1CCN(C2CCCCC2)CC1 was read as MPTP block -3.2 and NR3A LBD binder -4.
Screening Cc1c([N+](=O)[O-])cc(N2C(=O)C=CC2=O)cc1[N+](=O)[O-] returned MPTP block 7.9 and NR3A LBD binder -11.
`CC1Cc2cc(-c3csc(NC(=O)CCl)n3)ccc2N1C(=O)C1CC1` (stereo unspecified) gave MPTP block -0.4 and NR3A LBD binder 1.
Screening CC(NC(=O)CSC(=S)N(C)C)C12CC3CC(CC(C3)C1)C2 (stereo unspecified) returned MPTP block -0.3 and NR3A LBD binder -3.
Cc1ccc2c(c1)-c1nc3ccccc3cc1C2=NC1CCCCC1 was read as MPTP block 0.6 and NR3A LBD binder -6.
Screening COc1cc(C2C=C(c3cccs3)Nc3ncnn32)cc(OC)c1OC (stereo unspecified) returned MPTP block -1.9 and NR3A LBD binder -2.
Screening CCOC(=O)C(=O)Cc1cccnn1 returned MPTP block -0.2 and NR3A LBD binder -2.
Screening CN1C[C@@H]2[C@@H]3C(=O)N(Cc4ccccc4)C(=O)[C@@H]3[C@](C)(C1=O)N2C(=O)c1ccccc1 returned MPTP block 1.6 and NR3A LBD binder 1.
CN=c1scc(-c2ccccc2F)n1/N=C/c1ccc(O)c(O)c1O was read as MPTP block 17 and NR3A LBD binder 0.
For O=C(O)c1cccc2c1C(=O)c1cc([N+](=O)[O-])ccc1-2 the results were MPTP block -0.6 and NR3A LBD binder 3.
NS(=O)(=O)c1ccc(CCNC(=O)c2ccc(Cl)c(S(=O)(=O)N3CCCCCC3)c2)cc1 was read as MPTP block 0.0 and NR3A LBD binder -3.
Screening CCOc1ccc(NC(=O)CN(C)C(=O)C2CC(=O)N(CCc3ccc(OC)c(OC)c3)C2)cc1OCC (stereo unspecified) returned MPTP block -0.3 and NR3A LBD binder -2.
For O=C(CC1C[C@H](C(=O)N2CCOCC2)[C@@]2(CCC3CCCC3)c3[nH]c4ccccc4c3CCN2C1=O)NCc1cccc(C(F)(F)F)c1 (stereo partly specified) the results were MPTP block -1.2 and NR3A LBD binder 6.
For COc1ccc(NS(=O)(=O)c2cccc(C(=O)N/N=C/c3c(F)c(F)c(F)c(F)c3F)c2)cc1 the results were MPTP block 13 and NR3A LBD binder 12*.
For COc1cc(NCCCn2cnc3c(OCc4ccccc4)ncnc32)cc(OC)c1OC the results were MPTP block 4.0 and NR3A LBD binder 2.
Cc1cc(C)c2nc(Nc3nc(CSc4nc5ccccc5[nH]4)cc(=O)[nH]3)nc(C)c2c1 was read as MPTP block 1.0 and NR3A LBD binder 2.
For Cc1cn(C2CC(O)C(CO)O2)c(=O)n(CCCc2ccccc2)c1=O (stereo unspecified) the results were MPTP block -0.6 and NR3A LBD binder 0.
`CCCc1nc2c(=O)n(C)c(=O)nc-2n(C)n1` gave MPTP block 0.0 and NR3A LBD binder -1.
O=C1N[C@@H](c2ccccc2)COC(=O)[C@H](Cc2ccc(F)cc2)C/C=C\C[C@H]1CC(=O)N(CCO)Cc1ccccc1 was read as MPTP block -2.0 and NR3A LBD binder -2.
`COc1ccc(C2=NN(C(C#N)c3ccc(OC)cc3)C(c3ccccc3)C2)cc1` (stereo unspecified) gave MPTP block -0.3 and NR3A LBD binder -14.
For Cc1cn(C2CCCCO2)c(=O)[nH]c1=O (stereo unspecified) the results were MPTP block -0.9 and NR3A LBD binder -1.
Screening CCOc1ccc(NS(=O)(=O)c2cccc(C(=O)N3CCN(C/C=C/c4ccccc4)CC3)c2)cc1 returned MPTP block 0.6 and NR3A LBD binder -8.
O=C1C(=Cc2ccc(Br)o2)C(=O)c2ccccc21 was read as MPTP block 6.5 and NR3A LBD binder -10.
For Cc1ccc(NC(=O)c2ncn(CCCN[C@H](C)c3cccc4ccccc34)n2)cc1C the results were MPTP block 2.4 and NR3A LBD binder -2.
For Nc1ccc2c(c1)Cc1cc(N)c(Br)cc1-2 the results were MPTP block 4.5 and NR3A LBD binder -10.
For CN(C)S(=O)(=O)c1ccc(C(=O)Nc2ccc(CCC(=O)N3CCCC3)cc2)cc1 the results were MPTP block -6.9 and NR3A LBD binder -3.
For CCOC(=O)CCC(NC(=O)c1ccc(CNc2nc3cc(C(F)(F)F)ccc3nc2C(=O)OCC)cc1)C(=O)OCC (stereo unspecified) the results were MPTP block -0.4 and NR3A LBD binder -3.
For O=C(Cc1cccc(NC(=O)C2CCN(C(=O)C3CCCCC3)CC2)c1)Nc1cccc(C(=O)N2CCOCC2)c1 the results were MPTP block -0.9 and NR3A LBD binder 1.
C=CCN=c1scc(-c2ccc3c(c2)NC(=O)CO3)n1/N=C(\C)c1ccccn1 was read as MPTP block 95* and NR3A LBD binder -12.
`CN(C(=O)CSc1nncn1C)C1CCCN(Cc2ccccc2F)C1` (stereo unspecified) gave MPTP block -0.2 and NR3A LBD binder 2.
`O=C(O)C1C=Cc2ccccc2N1C(=O)c1ccccc1` (stereo unspecified) (tested in a mixture with another compound) gave MPTP block -0.2 and NR3A LBD binder 0.
For CC(=O)N(CC(=O)N(CC(=O)O)c1ccc(Cl)cc1)c1ccc(Cl)cc1 the results were MPTP block -0.7 and NR3A LBD binder 1.
For CN(C)c1ccc(C=NNC(=O)c2cccc3ccccc23)c(Cl)c1 the results were MPTP block 0.3 and NR3A LBD binder 1.
For COC(=O)[C@H](NCc1ccc(OC)c(B(O)O)c1)C(C)C the results were MPTP block -1.0 and NR3A LBD binder 1.
Screening CCOC(=O)Nc1cccc2c1-c1ccc([N+](=O)[O-])cc1C2=O returned MPTP block 1.0 and NR3A LBD binder 4.
Screening Nc1ccc(C(=O)Nc2ccc3c(O)cc(S(=O)(=O)O)cc3c2)cc1 returned MPTP block -0.3 and NR3A LBD binder -2.
`CC(OC(=O)CN(C)S(=O)(=O)c1ccc(Cl)cc1)C(=O)Nc1ccc(N2CCOCC2)cc1` (stereo unspecified) gave MPTP block -0.7 and NR3A LBD binder -1.
For NS(=O)(=O)c1ccc(N/N=C/c2ccc(O)c(O)c2O)c([N+](=O)[O-])c1 the results were MPTP block 7.1 and NR3A LBD binder -5.
Screening COc1cc(/C=C2\SC(c3ccccc3)=NC2=O)cc(Cl)c1O returned MPTP block 28 and NR3A LBD binder 1.

Compound activity (PubChem BioAssay)
